# C2C12 statin = suppressors of statin myotoxicity in C2C12 myotubes, primary screen, cell-based, single point, plate reader; C2C12 myotubes + simvastatin, ATP luminescence, 48 h; scaled: DMSO 0, geranylgeraniol control 100; rescue of ATP level, % at 7.49 µM; 0.78% of 330,000 active; AID 602340, 2012;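 active = mean ATP rescue above about 67%, or every replicate alone reaching that limit, limit read from the data, passing the limit was not always enough; inconclusive = no clear call, values can overlap the other calls; inactive = mean under the limit and some replicate under it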;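 also: myotubes were challenged with 10 µM simvastatin during compound exposure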
# CASP6 VEID inh = human caspase-6 inhibitors, primary screen, biochemical, VEID-R110 fluorescence, single point, set 2; P55212; inhibition, % at 12.5 µM; purified caspase-6, Z-VEID-R110 cleavage fluorescence; 0.53% of 350,000 active; AID 686996, 2013;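 active = mean inhibition across replicates at least about 35%, with every replicate also reaching that limit, limit read from the data; inconclusive = only one of the two criteria met; inactive = neither criterion met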;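 also: 0% = median of neutral control wells and 100% = no fluorescence left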
# Target sequence (P55212 24-179 limits assumed): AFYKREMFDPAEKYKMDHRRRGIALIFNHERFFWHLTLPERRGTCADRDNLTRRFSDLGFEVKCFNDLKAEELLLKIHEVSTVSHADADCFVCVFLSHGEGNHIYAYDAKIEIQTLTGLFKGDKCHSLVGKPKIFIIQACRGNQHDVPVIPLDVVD
# Target sequence (P55212 194-293 limits assumed): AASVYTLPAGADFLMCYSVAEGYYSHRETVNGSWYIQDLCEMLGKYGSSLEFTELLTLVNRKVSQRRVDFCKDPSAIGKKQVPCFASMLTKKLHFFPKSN
# esBAF inh = Bmi1 luciferase reporter increase in mESCs, primary screen, esBAF inhibitor project, mouse ES cells, Bmi1 luciferase knock-in, single point. AID 602393, 2012. 2% of 350,000 active. reporter increase, % at 12.5 µM. 24 h; 100% = twice the neutral-well signal; in the data active = activation above about 40%; inconclusive = no clear call, values can overlap the other calls;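 also: 0% = median of the plate's neutral control wells and 100% = double that signal; a rise in the Bmi1 reporter signal indicates esBAF inhibition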
# FN deposit inh = inhibitors of fibronectin matrix deposition, primary screen, AH1F cells, Alexa488-fibronectin fluorescence, plate reader. AH1F fibroblasts, overnight. inhibition, % at 12.6 µM. 0.086% of 350,000 active. AID 743247, 2014;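 active = mean inhibition across replicates of 30% or more, regardless of how many single replicates reach that level; inconclusive = mean under 30% yet at least half of replicates reach 30%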;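 also: positive control wells lacked labelled fibronectin entirely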
#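 Measured by – fluorescence 485/525 nm · System – AH1F fibroblast monolayer, labelled fibronectin deposition · Amount – 10000 cells per well · Buffer or medium – serum-reduced DMEM (2% serum) · Doses – single dose, pinned · Also added – fluorescent fibronectin at 24 nM final · Schedule – 1 h cell attachment, overnight exposure to compound and label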
# LGR2 inh = inhibitors of bursicon-induced LGR2 CRE-luciferase signal, primary screen, cell-based, HEK293, CRE-luciferase reporter, bursicon stimulation; Drosophila bursicon receptor LGR2 (rickets); bursicon-stimulated, 4 h; inhibition, % at 9.99 µM; 0.35% of 380,000 active;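 active = drop in luminescence signal, shown as inhibition above about 50% in the replicate tests, limit read from the data, passing the limit was not always enough; inconclusive = probably only some replicates passing the limit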;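 also: agonist challenge used bursicon conditioned medium at about half maximal strength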
# S100A4 MyoIIA = inhibitors of S100A4-myosin IIA peptide binding, primary screen, biochemical, fluorescence polarization, TAMRA-MyoIIA peptide; 0.14% of 360,000 active; inhibition, % at 10.7 µM;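 active = mean inhibition of at least 70% across replicates, with every replicate also reaching that level; inconclusive = mean inhibition reaches 70% but some replicates fall short; inactive = mean inhibition below 70%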
# Target sequence (P26447 whole entry, looked up): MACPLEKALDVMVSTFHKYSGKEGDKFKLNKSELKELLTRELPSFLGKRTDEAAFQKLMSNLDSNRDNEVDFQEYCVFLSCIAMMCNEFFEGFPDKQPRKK
#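 Material: human S100A4 monomer with TAMRA-labelled myosin IIA peptide; buffer or medium: HEPES pH 7.2 with CaCl2, KCl, NaCl, DTT, Triton; compound dosing: one concentration per compound; schedule: 5 min incubation before reading; benchmarks: neutral control DMSO, positive control TFP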
# SIRT5 inh = SIRT5 desuccinylase inhibitors, primary screen, biochemical, fluorescence imaging, single point, set 5 | 1.1% of 330,000 active | Purified SirT5, succinyl-peptide AMC, trypsin-coupled fluorescence | NAD-dependent protein deacylase sirtuin-5, mitochondrial (Homo sapiens), Q9NXA8 | inhibition, % at 15 µM; in the data active = inhibition above about 15%; inconclusive = no clear call, values can overlap the other calls
# Target sequence (Q9NXA8 whole entry, looked up): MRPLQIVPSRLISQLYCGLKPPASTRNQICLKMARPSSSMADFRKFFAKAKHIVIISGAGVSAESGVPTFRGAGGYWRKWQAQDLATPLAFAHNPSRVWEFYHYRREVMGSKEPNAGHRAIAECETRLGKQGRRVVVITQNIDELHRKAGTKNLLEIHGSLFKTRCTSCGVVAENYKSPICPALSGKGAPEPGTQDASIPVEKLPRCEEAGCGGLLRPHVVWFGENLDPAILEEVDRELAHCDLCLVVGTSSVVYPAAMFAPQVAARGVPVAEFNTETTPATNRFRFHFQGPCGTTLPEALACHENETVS
# * hit, by the source's call; ? = inconclusive; / = no result given; & = joins results of further samples.
SMILES,C2C12 statin,CASP6 VEID inh,esBAF inh,FN deposit inh,LGR2 inh,S100A4 MyoIIA,SIRT5 inh
CC(C)CCn1c(C(C)O)nc2ccccc21 (stereo not given),-12.0,/,1.5,/,-22.9,/,/
C[C@@H]1CN([C@@H](C)CO)C(=O)c2cccc(NS(=O)(=O)c3cn(C)cn3)c2O[C@H]1CN(C)Cc1ccc(-c2ccccc2)cc1,4.9,1.4,-0.3,/,4.7,4.2,-1.0
COc1ccccc1-c1ccc(=O)n(CC(=O)NCC2CCCO2)n1 (stereo not given),-3.5,2.7,-4.1,/,-7.9,-1.2,2.2
Cc1ccc2c(c1)N(CC(=O)N1CCC(C)CC1)C(=O)c1cccnc1O2,-2.5,-1.3,-3.0,7.4,-8.0,-2.1,-3.2
COc1cccc(Nc2nc(C(N)C(C)C)cs2)n1 (stereo not given),-2.9,-3.0,-6.0,-3.0,3.0,7.1,-4.4
COc1cc(NC(=O)CCC(=O)c2cccs2)cc(OC)c1,8.2,2.6,2.5,4.4,6.6,-4.3,0.6
O=C(Nc1ccccc1F)c1ccc2c(c1)CCN2S(=O)(=O)c1ccccc1,52.2,-7.5,3.5,11.7,13.2,-17.3,0.1
C/C=C(/C)C(=O)Nc1cccc(C2=NOC3(C2)C[C@@H](C(N)=O)N(C(=O)CC)C3)c1 (stereo not given in full),1.6,-1.2,-1.8,-3.3,-1.0,-2.2,5.1
Fc1ccc(CSc2nncn2NCc2ccccc2)cc1,-22.1,/,0.4,2.1,/,/,/
O=C(c1ccccc1)c1ccc(N2CCOCC2)c(NC(=O)c2ccco2)c1,-3.7,/,-3.0,7.2,/,/,/
CCN(CCn1cccn1)C(=O)c1cc(COc2ccc(F)c(F)c2)on1,3.7,2.7,?,11.4,-15.3,-3.7,2.8
CC(=NNC(=O)c1ccc2nc[nH]c2c1)c1ccc(Br)cc1,-6.5,-7.3,12.0,7.9,0.9,-3.0,-1.1
COCC(=O)Nc1ccc2c(c1)OC[C@@H](C)N(CC1CC1)C[C@@H](C)[C@H](OC)CN(C)C2=O,-1.5,/,-9.0,5.8,5.8,7.3,-1.5
CCN(CC)S(=O)(=O)c1ccc(/C=C/C(=O)O)cc1,4.0,2.1,1.2,6.6,37.3,0.3,-1.5
Cc1ccc2cc(CN(Cc3ccccc3)Cc3nnnn3C3CCCC3)c(=O)[nH]c2c1,/,3.4,/,/,4.6,9.4,-1.6
Cc1csc(CNC(=O)C2CCC(=O)N(CCCc3ccccc3)C2)n1 (stereo not given),-13.5,1.3,-8.8,0.5,-6.0,-7.8,-5.8
COC(=O)C(=CC(=CN(C)C)C=C(C(=O)OC)C(=O)OC)C(=O)OC,2.9,-7.6,-6.2,-5.1,-3.2,6.1,-3.4
NS(=O)(=O)c1cccc(NC(=O)COC(=O)CCCc2c[nH]c3ccccc23)c1,/,1.1,/,0.9,2.3,-5.8,-3.9
CCOC(=O)N1CCc2c(sc(NC(=O)CN(CC)CC)c2C#N)C1,/,2.5,/,1.8,/,1.1,-4.7
CC(C)(C)c1ccc(OC(=O)c2ccc(-n3cncn3)nc2)cc1,/,3.3,/,-6.6,4.1,-1.2,5.4
COc1cc(CC(=O)N2CCC(n3nccc3NC(=O)C3CC3)CC2)cc(OC)c1OC,0.8,1.2,7.9,-3.8,-11.1,-5.8,-2.1
COc1cc(C)c(C)cc1S(=O)(=O)NC1CC(C)(C)NC(C)(C)C1,-13.5,-0.1,6.8,6.0,18.5,-3.7,0.7
CO[C@@H]1CN(C)C(=O)c2ccc(NC(=O)c3cc(C)on3)cc2OC[C@@H](C)N(C(=O)C2CC2)C[C@H]1C,5.9,4.4,4.5,2.6,-6.4,18.5,-2.0
N#C[C@H]1[C@H](c2ccccc2-c2ccccc2F)[C@@H](CO)N1C(=O)C1CC1,/,-2.2,/,-8.3,8.2,1.8,/
COc1cccc(CSc2nnc(CSc3nc4nc(C)cc(C)n4n3)s2)c1,-6.6,1.2,2.6,/,2.0,-4.3,-1.8

# Further structures
SMILES,C2C12 statin,CASP6 VEID inh,esBAF inh,FN deposit inh,LGR2 inh,S100A4 MyoIIA,SIRT5 inh
O=C1CCc2cc(S(=O)(=O)N3CCCCC3)cc3c2N1CC3,3.0,31.2,1.6,-15.2,-7.9,0.4,-5.4
COc1ccc(-c2csc(NC(C)c3nc4cc(Cl)c(N5CCCCC5)cc4n3CCCO)n2)cc1 (stereo not given),-8.9,-1.0,-8.9,-9.4,-2.1,-9.9,2.1
Cc1noc(C)c1COc1ccc(C(=O)Nc2ccccn2)cc1,14.8,11.6,23.6,/,7.5,4.6,-1.7
CS(=O)(=O)N(CC(=O)NCCSc1ccccc1)c1ccc2c(c1)OCO2,/,1.8,/,/,-3.1,1.5,-4.5
CN1CCC(=O)N([C@H](CSc2ccccc2)Cc2ccccc2)CC1,-2.9,-3.0,-0.5,3.4,-12.3,0.5,/
O=C(Nc1ccc([N+](=O)[O-])cc1)c1cc2ccccc2nc1Cl,/,/,/,-0.2,-8.3,6.3,-0.3
CSc1ncc(CN2CCCC(C(=O)Nc3ccc(-c4ccco4)cc3)C2)cn1 (stereo not given),8.0,4.4,3.3,2.3,2.5,-5.4,0.6
Cc1ccc(C)c(N2CCN(C(=O)CCc3nc(-c4ccccc4F)no3)CC2)c1,-12.9,-0.1,2.6,-0.7,-20.9,-3.9,-4.6
CC(=O)Nc1ccc(-c2sc(Nc3ccccc3)n[n+]2C)cc1,1.1,0.1,2.9,-9.6,-4.4,0.3,/
COc1ccc(N2C(=O)Cc3c2nc(N)c(C#N)c3N)cc1,20.7,-1.7,-3.1,-4.6,2.4,2.1,-2.1
COc1ccc(S(=O)(=O)Nc2cccc3c2O[C@H](CN(C)S(=O)(=O)c2cccs2)[C@H](C)CN([C@@H](C)CO)C3=O)cc1,/,0.6,-2.8,/,3.8,-11.6,0.4
CCN1C(=O)/C(=C\c2cccc(OC(=O)c3ccco3)c2)SC1=S,-7.4,-0.2,-5.8,-8.1,-1.0,0.8,-0.8
C#CCOCCOCCOCCNc1nc(N2CCN(C(=O)C(Cc3cc4ccccc4[nH]3)n3cc(C(N)Cc4ccc(O)cc4)nn3)CC2)nc(N2CCN(C(=O)C(CCC(=O)O)n3cc(C(N)C(C)CC)nn3)CC2)n1 (stereo not given),11.8,-9.2,-1.4,-3.3,6.7,8.9,/
Cc1ccc(C)c(NC(=O)CCc2nnc3ccc(N4CCCC4)nn23)c1,0.4,-0.6,1.2,2.1,-9.9,-2.8,-4.7
CCCCNC(=O)CN1CCN(Cc2ccc3cc(OC)ccc3c2)CC1,1.3,-1.3,2.9,4.0,-12.1,-6.0,-2.7
CCCCNC(=O)C1c2ccccc2OCC(=O)N1CCc1ccc(OC)c(OC)c1 (stereo not given),/,-0.2,/,-4.5,4.9,-3.7,-9.5
Cc1cc(C)nc(Nc2ccccc2F)n1,-6.2,-1.0,14.4,-3.8,3.5,21.9,-2.2
Cc1c(C(=O)NCc2ccc3c(c2)OCO3)sc2nc(-c3ccc(F)cc3)cn12,-17.7,-1.5,2.1,-8.1,-9.1,-3.0,-0.3
CSCC[C@H](NC(=O)C(C)(C)Oc1ccc(Cl)cc1)c1nc2ccccc2[nH]1,6.9,0.2,5.7,/,16.9,-1.9,0.0
Cc1nc(CNC(=O)CC2C(=O)NCCN2Cc2cccc(Oc3ccccc3)c2)cs1 (stereo not given),/,2.5,/,/,9.6,-3.0,-2.3
C[C@H](CO)N1C[C@H](C)[C@@H](CN(C)S(C)(=O)=O)Oc2ccc(NC(=O)Nc3ccc4c(c3)OCO4)cc2C1=O,15.1&4.4,-1.7&2.4,-4.4&-4.1,10.4,11.3&-1.3,-5.6&-1.1,0.3&-5.1
C[C@@H]1CN([C@@H](C)CO)S(=O)(=O)c2ccc(/C=C/c3ccccc3)cc2O[C@H]1CN(C)C(=O)CN1CCOCC1,21.6,0.1,2.2,/,12.6,-4.9,3.9
CC(N=C(NC#N)Nc1ccncc1)C(C)(C)C (stereo not given),-1.1&-1.8,2.0&0.5,2.3&3.9,-8.1&8.8,-9.7&-9.9,-0.4&22.8,-1.9&-5.3
O=C(c1ccccc1)N1CC2(C1)[C@H](c1ccccc1)[C@@H](CO)N2Cc1ccccn1,/,1.4,/,-4.4,-3.4,106.6*,-0.6
C[C@H](NC(=O)c1[nH]cnc1C(=O)Nc1ccon1)c1ccccc1,3.2,-1.2,5.5,0.3,-6.4,23.8,/

# Limited to CASP6 VEID inh and SIRT5 inh, for some of the entries so far:
mol | CASP6 VEID inh | SIRT5 inh
C[C@@H]1CN([C@@H](C)CO)C(=O)c2cccc(NS(=O)(=O)c3cn(C)cn3)c2O[C@H]1CN(C)Cc1ccc(-c2ccccc2)cc1 | 1.4 | -1.0
CCN(CC)S(=O)(=O)c1ccc(/C=C/C(=O)O)cc1 | 2.1 | -1.5
C[C@@H]1CN([C@@H](C)CO)S(=O)(=O)c2ccc(/C=C/c3ccccc3)cc2O[C@H]1CN(C)C(=O)CN1CCOCC1 | 0.1 | 3.9
COC(=O)C(=CC(=CN(C)C)C=C(C(=O)OC)C(=O)OC)C(=O)OC | -7.6 | -3.4

# Additional compounds:
SMILES,C2C12 statin,CASP6 VEID inh,esBAF inh,FN deposit inh,LGR2 inh,S100A4 MyoIIA,SIRT5 inh
CCN1CCN(C(=O)CN2C(=O)c3ccccc3S2(=O)=O)CC1,-9.9,15.0,/,-3.9,-94.8,-3.0,-1.3
COc1ccc(NC(=O)N[C@H]2CC[C@H](CC(=O)NC3CCCCC3)O[C@H]2CO)cc1,2.2,-2.4,-0.6,0.8,7.3,11.0,7.2
Cc1ccc(C(=O)C2=C(O)C(=O)N(Cc3cccnc3)C2c2cccc([N+](=O)[O-])c2)o1 (stereo not given),/,4.5,/,-4.9,3.6,7.1,0.3
COc1cccc(NC(=O)N(C)C[C@H]2Oc3ncc(C#Cc4cccnc4)cc3C(=O)N([C@H](C)CO)C[C@@H]2C)c1,-5.7,-1.0,5.2,/,-15.7,-2.5,6.7
CCC(=O)Nc1ccc2c(c1)C(=O)N(C)C[C@@H](OC)[C@@H](C)CN(C(C)=O)[C@@H](C)CO2,0.2,-1.6,1.9,11.5,-0.7,12.8,2.7
CCOC(=O)N1CCC(N2CC34C=CC(O3)C(C(=O)Nc3ccc(OCC)cc3)C4C2=O)CC1 (stereo not given),-0.2,0.5,-7.4,7.6,-10.5,-4.3,-4.5
COc1ccccc1CNC(=O)C[C@@H]1CC[C@@H]2[C@H](COc3ccc(NC(C)=O)cc3C(=O)N2C)O1,-12.5,/,-3.3,-4.8,-5.1,/,/
Cn1c(=O)c2[nH]c(=O)[nH]c2n(C)c1=O,-7.6,-0.9,-5.4,/,-10.6,-0.4,1.4
CCOC(=O)N1CCN(C(=O)CCCn2c(=O)[nH]c3ccccc3c2=O)CC1,4.6,/,-2.8,2.1,/,/,/
CC1CC(C)CN(C(=O)Cn2nnc(-c3ccccc3)n2)C1 (stereo not given),15.8,-7.2,-1.6,3.0,9.6,-0.1,-0.9
CC(C)[C@H](NC(=O)N1CCn2c1nc1ccccc12)C(=O)N[C@H](Cc1ccccc1)C(=O)O,1.6,1.4,-17.0,/,/,3.5,6.2

# Assay outcomes deposited in PubChem BioAssay by Broad Institute.

# Some of the compounds tested; rates above refer to the full screens.
